Hsp70 displacement – Hsp70 inhibitors, probe displacement, primary screen, biochemical, fluorescence polarization (AID 583); 140,000 tested, 0.06% active; Hsp70 fluorescence polarization probe displacement, mP; higher % means a stronger effect; displacement, % at 20 µM, or IC50 in µM where a hit was titrated; in the data active = displacement above about 50%;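 note: plate controls were vehicle for no effect and reference ligand for full effect; a part of the inactive calls stands beside numbers as strong as those of hits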
MKP-3 inhibition – MKP-3 phosphatase inhibitors, primary screen, biochemical, rat enzyme, in vitro (AID 425) | inhibition, % at 20 µM; hits with a dose series show IC50 in µM | recombinant MKP-3 phosphatase activity, fluorescence; higher % means a stronger effect | 110,000 tested, 0.17% active; in the data active = inhibition above about 50%;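 note: plate controls were vehicle for no effect and reference inhibitor for full effect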
The depositor's hits bear a star; x = not tested or not shown; & = joins results of further samples. This is a subset; rates above refer to the full screens.

structure,Hsp70 displacement,MKP-3 inhibition
Cc1nc(C)c(-c2csc(NCc3ccccc3)n2)s1,-1.0%,2.9%
C=CCn1c(SCC(=O)Nc2cc(C)ccc2C)nnc1-c1cnccn1,2.9%,-1.2%
CC(C)(C)C(=O)/C(=C\c1ccc([N+](=O)[O-])cc1)n1cncn1,1.7%,x
CC(C)(C)C1CCc2c(sc3[nH]c(=S)[nH]c(=O)c23)C1 (configuration not stated),6.6%,1.1%
O=C(Nc1ccccc1C(F)(F)F)C1COc2ccccc2O1 (configuration not stated),-2.7%,1.8%
COc1ccc(C2CC(=O)C3=C(C2)Nc2ccccc2NC3c2ccc(OCc3ccccc3)c(OC)c2)cc1OC (configuration not stated),2.0%,6.7%
Cn1cccc1C(=O)NS(=O)(=O)c1ccccc1Cl,0.5%,-9.3%
Oc1ccc(-c2nc3ncccn3c2Nc2ccc3c(c2)OCCO3)cc1,x,-5.1%

structure,Hsp70 displacement,MKP-3 inhibition
CN(c1ccc(C(=O)NCc2ccncc2)cc1)S(C)(=O)=O,-3.3%,-4.9%
Cc1ccc(C(=O)Nc2sc3c(c2C#N)CCCCC3)o1,2.7%,4.1%
CCOC(=O)C1=C(O)/C(=C/c2ccc(O)cc2)SC1=Nc1ccc([N+](=O)[O-])cc1,2.5%,10.9%
O=C(NCC(c1cccs1)N1CCOCC1)c1ccco1 (configuration not stated),3.5%,x
Cc1cccc(N(Cc2nnc3n2CCCCC3)C(=O)Nc2ccccc2)c1,-0.4%,2.6%
N#C/C(=C\C1CC=CCC1)c1nc2ccccc2[nH]1 (configuration not stated),-3.2%,-15.9%
CC(C)OC(=O)CSC1=C(C#N)C(c2ccc(Cl)cc2Cl)CC(=O)N1 (configuration not stated),1.3%,4.0%
CCOC(=O)c1cc(C)n(-c2c(C)n(C)n(-c3ccccc3)c2=O)c1C,-3.6%,-1.4%

Reprinted from the part before: 3 entries, followed by the next part.
structure,Hsp70 displacement,MKP-3 inhibition
N#C/C(=C\C1CC=CCC1)c1nc2ccccc2[nH]1 (configuration not stated),-3.2%,-15.9%
CC(C)OC(=O)CSC1=C(C#N)C(c2ccc(Cl)cc2Cl)CC(=O)N1 (configuration not stated),1.3%,4.0%
CCOC(=O)c1cc(C)n(-c2c(C)n(C)n(-c3ccccc3)c2=O)c1C,-3.6%,-1.4%
Brc1ccc(-c2nnc(-c3ccccc3Br)o2)cc1,0.9%,-3.5%
Cc1ccc(C(=O)Nc2cccc(C(=O)O)c2)cc1S(=O)(=O)N1CCOCC1,-2.2%&3.9%,0.5%
COc1ccccc1OCCCn1ccnc1,-1.1%,2.2%
Cc1oc(CC(C)C)cc1C(=O)Nc1cccc2ccccc12,-0.6%,x
O=C(Nc1ccc(O)c(-c2nc3ccccc3o2)c1)c1ccc(-c2ccc([N+](=O)[O-])cc2)o1,1.7%,6.4%
Cc1cccc(NC(=O)CSc2nnc(-c3ccco3)o2)c1,-1.8%,x
N#CC1=C(N)Oc2c(sc3ccccc23)C1c1cccs1 (configuration not stated),-24.2%,5.5%
CCC(=O)N1CCN(CCN=CC2=C(O)CC(C)(C)CC2=O)CC1,9.0%&-0.3%,-6.2%&-0.2%

structure,Hsp70 displacement,MKP-3 inhibition
CC(=O)C1=C(C)N=c2s/c(=C/c3ccc4c(c3)OCO4)c(=O)n2C1c1ccc(N(C)C)cc1 (configuration not stated),-40.2%,2.9%
Cc1ccc(C2CC(c3ccccc3)n3ncnc3N2)cc1 (configuration not stated),1.5%,0.5%
CCOC(=O)CCNC(=O)Nc1ccc2nc(C)n(Cc3cccc(Cl)c3)c(=O)c2c1,2.1%,5.4%
Cc1cccc(-n2cnc3cc(C(=O)N4CCCCC4)ccc32)c1,-2.3%,-6.7%
CC1CCc2c(nc3ncnn3c2N2CCN(c3ccccc3)CC2)C1 (configuration not stated),8.3%,2.9%
c1cncc(Nc2nc(-c3cccnc3)cs2)c1,9.7%,-7.1%
O=C(CSc1nnc(-c2ccc(F)cc2)o1)Nc1ccccc1N1CCOCC1,-2.6%,x
CCOC(=O)Cc1csc(NC(=O)c2c(O)c3ccccc3n(C)c2=O)n1,-7.0%,-3.3%

structure,Hsp70 displacement,MKP-3 inhibition
CN(CC(=O)Nc1cccnc1)S(=O)(=O)c1cc(Cl)ccc1Cl,6.6%,-10.9%
O=S(=O)(Cc1ccccc1)Nc1ccccn1,0.1%,-0.7%
COc1ccc(C2CC(C(F)(F)F)n3ncc(C(=O)Nc4cccc(O)c4)c3N2)cc1OC (configuration not stated),x,-8.6%
COc1cccc(/C=N/n2c(-c3ccco3)nc3ccccc3c2=O)c1,4.9%,-1.7%
CCCC1(c2ccccc2)NC(=O)N(CC(=O)Nc2sc(-c3ccccc3)cc2C(=O)OCC)C1=O (configuration not stated),-0.5%,x
Cc1ccc2cc(CN(CCO)Cc3nnnn3Cc3ccc(F)cc3)c(=O)[nH]c2c1,-1.1%,-11.8%
O=C(O)CNC(=O)c1sc2ccccc2c1Cl,-0.1%,0.3%
CCCN(CCC)C(=O)Cn1c(=O)n(CCC(=O)NCCc2ccccc2)c(=O)c2ccccc21,0.9%,x

structure,Hsp70 displacement,MKP-3 inhibition
CC1CC(O)N(c2ccccc2)C(=S)N1 (configuration not stated),9.0%,0.4%
COc1ccc(NC(=O)Nc2nnc(N3CCC(C)CC3)s2)cc1OC,-4.0%,5.8%
CC(Nc1n[nH]c(=O)[nH]c1=O)C(=O)OCc1ccccc1 (configuration not stated),3.6%,-1.1%
Cc1no[n+]([O-])c1COc1ccc(/C=C(\C#N)C(N)=O)cc1,-0.4%,7.0%
Cc1ccc(-n2nc3cc(C)c(NC(=O)c4ccc([N+](=O)[O-])cc4Cl)cc3n2)cc1,-1.3%,3.4%
CCOC(=O)c1cc(NC(=O)c2cnccn2)cc(C(=O)OCC)c1,-3.0%,-12.4%
O=C(c1ccccc1Oc1ccccc1)N1CCN(c2ccccc2)CC1,5.3%,-8.5%
COc1ccc(C(=O)CN2C(=O)C(C)(C)Oc3ccc(C(=O)N4CCCCCC4)cc32)cc1,3.8%,-12.3%

structure,Hsp70 displacement,MKP-3 inhibition
COc1ccccc1-c1nnc(SCC(=O)N2CC(C)CC(C)C2)o1 (configuration not stated),-2.0%,-6.0%
COc1ccc(N2CCN(CCCNC(=O)CN3CCN(Cc4ccccc4C)C3=O)CC2)cc1,17.6%,2.0%
COc1ccc(Oc2coc3cc(OC(=O)c4ccccc4Cl)ccc3c2=O)cc1,-1.7%,2.6%
COc1ccccc1C(OC(=O)c1ccco1)C(=O)NC(C)(C)C (configuration not stated),-3.1%,6.6%
O=C(CSc1nc2ccccc2[nH]1)N1CCCCC1,4.2%&2.3%,3.1%&1.7%
O=C1NC(=O)N(c2ccccc2F)C(=O)/C1=C/c1ccc(I)o1,20.6%,12.9%
COc1cc(C(=O)c2ccccc2)c(OC)cc1C(=O)NC1CC(C)(C)NC(C)(C)C1,-1.8%,0.6%
Cc1ccc(N(Cc2ccco2)C(=O)c2cccc(S(=O)(=O)N(C)C)c2)cc1,0.7%,-0.3%

structure,Hsp70 displacement,MKP-3 inhibition
O=C(CSc1nc2ccccc2s1)OCC(=O)c1ccccc1,1.2%,4.0%
CCN(C(=O)Cc1cccs1)c1nnc(-c2cc(OC)c(OC)c(OC)c2)s1,-4.5%,-2.6%
Cc1ccccc1CNS(=O)(=O)c1ccccc1,2.3%,3.1%
CCc1cc(=O)oc2cc(OCc3ccc(Cl)cc3)ccc12,-4.1%,3.4%
COc1ccc(NC(=O)c2nn3c(c2Br)NC(c2cccs2)CC3C(F)(F)F)c(OC)c1 (configuration not stated),-0.6%,1.0%
COc1cc(C2Nc3cc(C)c(C)cc3NC3=C2C(=O)CC(C)(C)C3)c(OC)cc1Br (configuration not stated),3.6%,3.8%
Nc1cc(OC(=O)c2cccs2)nn1S(=O)(=O)c1ccccc1,0.2%,10.0%
COc1cccc(C(=O)Nc2ccc(N3CCN(S(C)(=O)=O)CC3)cc2)c1,4.1%,x

structure,Hsp70 displacement,MKP-3 inhibition
COc1ccc(NC(=O)CSc2nc3c(c(=O)n2-c2ccccc2OC)SCC3)cc1,1.5%,-3.2%
O=S(=O)(Cc1ccccc1)Nc1ccc(S(=O)(=O)NCC2CCCO2)cc1 (configuration not stated),2.9%,5.1%
COc1cc(C(=O)NCc2cn3cccc(C)c3n2)cc(OC)c1OC,x,6.3%
O=C1NC(=Nc2cccc(Cl)c2Cl)S/C1=C\c1ccc(F)cc1,3.7%,1.8%
Cc1c(CCC(=O)O)c(=O)oc2cc3occ(-c4ccc(F)cc4)c3cc12,4.2%,8.5%
CCn1c(SCC(=O)N(Cc2ccccc2)C2CCS(=O)(=O)C2)nc2ccccc2c1=O (configuration not stated),6.6%,-3.5%
Fc1ccc(Br)cc1C1Nc2cccc3cccc(c23)N1,4.5%,12.1%
O=C(CSc1nc2ccccc2c(=O)n1-c1ccccc1)Nc1ccc([N+](=O)[O-])cc1,-1.5%,1.1%

structure,Hsp70 displacement,MKP-3 inhibition
Cc1cc(NC(=O)c2ccc3c(c2)C(=O)N(Cc2cccnc2)C3=O)no1,2.1%,-9.4%
Cc1cc(C)cc(OCC(=O)O/N=C(\N)c2ccccn2)c1,1.6%,x
Cc1nc2nc(-c3ccccc3)[nH]c2cc1Br,1.1%,6.9%
O=S(=O)(NN=C1CCCCCCC1)c1ccc(Br)cc1,-2.4%,x
CCOC(=O)c1c(C)[nH]c(C(=O)C(C)OC(=O)c2cccc(OCc3c(C)noc3C)c2)c1C (configuration not stated),-5.0%,-8.7%
CNS(=O)(=O)c1ccccc1C(=O)NNC1=NS(=O)(=O)c2ccccc21,-3.6%,0.9%
Cc1nc2c(C(=O)N3CCCC3)c[nH]n2c(=O)c1Cc1ccc(F)cc1Cl,0.6%,6.7%
CC(C)c1[nH]nc2c1C(Cc1ccccc1)C(C#N)=C(N)O2 (configuration not stated),0.1%,3.8%

structure,Hsp70 displacement,MKP-3 inhibition
COc1cccc2c1NC(c1ccccc1Br)C1CC=CC21 (configuration not stated),-2.4%,3.3%
CC1=C(C#N)C(NC(=O)C2CC2)(C(F)(F)F)C(=O)N1 (configuration not stated),-4.3%,7.3%
CC(C)(C)c1csc(NC(=O)Cn2cnc3ccccc3c2=O)n1,6.2%,-3.6%
COc1cc2c(cc1OC)C1=C(C#N)COCN1CC2,6.7%,0.7%
CCCc1nc2c3cnn(-c4cccc(Cl)c4)c3ncn2n1,-6.3%,-10.0%
COC(=O)c1cc2sccc2n1CC(=O)Nc1cccc(SC)c1,-0.5%,-1.0%
CN(C)c1ccc(/C=C2\SC(=S)N(NC(=O)c3ccccc3Cl)C2=O)cc1,-102.8%,-0.4%
Cc1cc(N2CCC(C)CC2)n2nc(C)c(-c3ccccc3)c2n1,4.2%,-27.9%

structure,Hsp70 displacement,MKP-3 inhibition
Cc1cc(C)c2oc(-c3cccc(NC(=O)c4ccc(F)cc4)c3)nc2c1,-0.7%,x
N#CCSc1nc2cc(C(=O)N3CCCC3)ccc2c(=O)n1Cc1ccccc1,-2.8%,6.2%
c1csc(Cc2nn3c(-c4n[nH]c5c4CCC5)nnc3s2)c1,3.1%,14.2%
COc1ccc(C(=O)CC(c2ccc(C(C)C)cc2)S(=O)(=O)c2ccc(C)cc2)cc1 (configuration not stated),-3.4%,-0.6%
O=C(CSc1nc2ccccc2s1)Nc1nc2ccccc2s1,-0.4%,0.0%
CCCCCCC(=O)N1CCC(c2nc3c(nnn3Cc3ccccc3Cl)c(=O)[nH]2)CC1,2.4%,-4.3%
CSc1nnc(Cc2ccc3c(c2)OCO3)o1,2.9%,-2.5%
CC(=O)Oc1ccc2c(c1)C(=O)c1ccccc1CO2,7.7%,x

structure,Hsp70 displacement,MKP-3 inhibition
Cc1cccc(-c2noc(CN(C(=O)c3ccc4c(c3)OCO4)C(C)C)n2)c1,-0.6%,-7.1%
O=C(c1ccc(OCc2ccccc2)cc1)c1coc2ccc(O)cc12,2.5%,3.3%
CC1=C(C#N)c2nc(N)c(C#N)c(C)c2/C1=C\c1ccc(-c2ccccc2C(=O)O)o1,8.1%,4.5%
CCCCC(=O)N(c1ccc(OCC)cc1)C1C=CS(=O)(=O)C1 (configuration not stated),-0.8%,8.5%
CCOC(=O)C(C)Sc1nnnn1-c1ccccc1 (configuration not stated),2.3%,0.7%
CCNc1ccc(C(=O)OCC)cc1NC(=O)c1cccc(N(C)C)c1,-1.1%,-0.1%
Cc1cccc(CC2S/C(=N\N=C\c3cccc([N+](=O)[O-])c3)NC2=O)c1 (configuration not stated),2.6%,1.9%
O=C(NCCO)C(=O)Nc1ccccc1,4.8%,-0.6%

Quoted from the listing:
CCNc1ccc(C(=O)OCC)cc1NC(=O)c1cccc(N(C)C)c1 | MKP-3 inhibition: -0.1%
O=C(NCCO)C(=O)Nc1ccccc1 | Hsp70 displacement: 4.8%

Following part:
structure,Hsp70 displacement,MKP-3 inhibition
COc1cc(C(=O)N2CCC(C(=O)Nc3cccc(C(C)=O)c3)CC2)cc(OC)c1OC,18.5%,0.0%
CCOc1ccccc1NC(=O)c1c(N)sc2c1CCC2,-1.7%,6.5%
CC(C)Cn1c(SCC(=O)c2ccc(Cl)s2)nnc1-c1ccco1,-2.0%,2.5%
CCOC(=O)c1ccc(NC(=O)Cn2nnc(-c3ccc(F)cc3)n2)cc1,-0.7%,-2.5%
CCCSc1nc(O)c(C2OC(=O)c3c2ccc(OC)c3OC)c(=O)n1-c1ccccc1 (configuration not stated),-2.5%,x
CCCN1CCC(=NNC(=O)CCC(=O)NN=C2CCN(CCC)CC2)CC1,6.9%,1.0%
Cc1c(C(=O)N2CCc3ccccc32)oc2c1C(=O)CC(C)(C)C2,1.0%,-15.4%
Cc1noc(C)c1S(=O)(=O)N1CCCC(C(=O)NCC2CCCO2)C1 (configuration not stated),4.2%,-4.3%
